NCI-60 one-dose screen, 48 h, at 10 µM unless noted. Numbers give growth in % (100 = growth as untreated, 0 = no growth, -100 = all killed).
M14 = M14 melanoma; 6.2% of 80,000 active; AID 1794745
UACC-62 = UACC-62 melanoma | 5.4% of 81,000 active | AID 1794756
A549/ATCC = A549/ATCC NSCLC; AID 1794740; 3.7% of 81,000 active
SK-MEL-5 = SK-MEL-5 melanoma. AID 1794755. 6.4% of 80,000 active
EKVX = EKVX NSCLC | 3% of 71,000 active | AID 1794765
UACC-257 = UACC-257 melanoma; 4.4% of 78,000 active; AID 1794764
SK-MEL-2 = SK-MEL-2 melanoma; AID 1794763; 4.7% of 77,000 active
MALME-3M = MALME-3M melanoma; 5.8% of 78,000 active
Numbers without * were called inactive; · = not tested or not shown; & = joins results of further samples; [ ] = another dose, or the depositor's remark. Rule for the calls: active = growth percent below 10; inactive = the rest.

Preview (5 entries):
SMILES	M14	UACC-62	A549/ATCC	SK-MEL-5	EKVX	UACC-257	SK-MEL-2	MALME-3M
O=C(Nc1cccc(-c2ccccc2)c1)N1CCN(C(=O)Nc2cccc(-c3ccccc3)c2)CC1	99	86	107	90	107	54	107	105
COc1ccc(-c2nn3c(-c4cccnc4)nnc3s2)cc1OC	107	99	98	102	·	100	100	114
CCOC(=O)c1c2c(n(-c3ccccc3)c1-c1ccccc1)C=CC(C(C)(C)C)C2 (stereo unspecified)	103	80	88	93	93	86	88	103
NC(N)=Nc1ccc(Oc2cccc(Nc3ccc(Cl)cc3)c2)cn1	42	43	25	49	16	28	65	·
CCCCn1c(C)nc2cc(Nc3nc(N4CCCC4)nc4nc[nH]c34)ccc21	99	90	90	80	·	104	·	105

Results, previewed entries included:
SMILES	M14	UACC-62	A549/ATCC	SK-MEL-5	EKVX	UACC-257	SK-MEL-2	MALME-3M
O=C(Nc1cccc(-c2ccccc2)c1)N1CCN(C(=O)Nc2cccc(-c3ccccc3)c2)CC1	99	86	107	90	107	54	107	105
COc1ccc(-c2nn3c(-c4cccnc4)nnc3s2)cc1OC	107	99	98	102	·	100	100	114
CCOC(=O)c1c2c(n(-c3ccccc3)c1-c1ccccc1)C=CC(C(C)(C)C)C2 (stereo unspecified)	103	80	88	93	93	86	88	103
NC(N)=Nc1ccc(Oc2cccc(Nc3ccc(Cl)cc3)c2)cn1	42	43	25	49	16	28	65	·
CCCCn1c(C)nc2cc(Nc3nc(N4CCCC4)nc4nc[nH]c34)ccc21	99	90	90	80	·	104	·	105
Fc1ccc2nc(Cl)c(Cn3nnc(Cc4ccccc4)n3)cc2c1	89	82	98	93	78	·	96	79
Cn1c(=O)c2[nH]c(/N=N/SCCC(=O)O)nc2n(C)c1=O	113	96	100	104	102	102	95	97
Cc1ccc(-c2nc(N3CCNCC3)c3oc(-c4ccccc4)nc3n2)cc1	-92*	91	3.9*	71	101	91	61	-30*
S=c1c2c([nH]c3ccccc13)CCCC2	93	87	104	98	85	108	99	92
CC(=O)c1nc2ccccc2n1CC(=O)c1cccc(Cl)c1	17	31	15	-13*	17	37	62	91
NCCOc1ncccc1/C=C1\c2ccccc2-c2ccc([N+](=O)[O-])cc21	-63*	-81*	-59*	-97*	-19*	5.4*	-21*	-80*
CC1=C/C(=C(\c2cc(C)c(O)c(C(=O)O)c2)c2c(Cl)cccc2Cl)C=C(C(=O)O)C1=O	97	95	100	100	95	106	104	88
CC(=O)Nc1cc(F)ccc1F	104	98	100	101	98	109	107	100
NC(=O)CCn1cc(-c2ccc3ncnc(Nc4cc(O)c(F)cc4F)c3c2)nn1	99	102	91	101	78	107	107	94
CSC1=NC2C(N(C)C(=O)N2c2ccccc2)N1/N=C/C=C/c1ccccc1 (stereo unspecified)	97	88	102	98	98	93	105	85
OCc1nc2ccccc2[nH]1	92	85	96	101	100	90	95	106
Cc1c2c(cc[n+]1Cc1ccccc1)c1ccc(OCC3CCCCC3)cc1n2CC1CCCCC1	-85*	-94*	-93*	-100*	-75*	-92*	-87*	-70*
Cc1nc2ccccc2c(/C=C/c2ccc(F)cc2)c1C(=O)c1ccccc1	106	64	77	92	92	94	93	112
COc1cc(CNC(=O)/C=C/C=C/c2ccc3c(c2)OCO3)ccc1OCc1cn(-c2ccccc2Cl)nn1	92	88	94	86	91	96	107	99
COc1ccccc1/C=C1\Oc2ccc(O)c(-c3ccccc3)c2C1=O	81	97	86	96	99	106	107	116
CS(=O)(=O)Cc1cnc(C2OCCO2)s1	100	106	95	98	99	99	122	93
O=C1c2cccc3cc([N+](=O)[O-])cc(c23)C(=O)N1CCN1CCCC1	0.3*	-66*	-29*	-89*	11	3.1*	4.7*	-26*
Cn1c(N)c(C=O)c(=O)n(C)c1=O	98	95	108	96	99	93	114	102
CCOC(=O)c1ccc2c(c1)[n+](=O)c(C(=O)c1ccc3ccccc3c1)c(C(F)(F)F)n2[O-]	-100*	-97*	-26*	-100*	-57*	-72*	-84*	-69*
CC1CCN(C(=O)c2ccccc2)CC1	92	117	101	108	106	94	106	114
CNC(=O)c1nc(Nc2ccc(NC(=O)Nc3cccc(OC)c3)cc2)c2ccccc2n1	102	90	102	84	113	108	94	88
C=CCn1c(SC/C(=N\O)c2ccccc2)nnc1-c1c[nH]c2ccccc12	113	86	107	98	94	113	107	92
O=[N+]([O-])c1cccnc1Oc1cc(Cl)c(Cl)cc1Cl	110	100	105	100	125	108	103	92
CC(=O)N1N=C(c2ccc(Br)cc2)CC1c1cn(-c2ccccc2)nc1-c1ccc(Cl)cc1 (stereo unspecified)	87	87	120	96	92	102	105	96
C=C(C)[C@@H]1CC[C@]2(C(=O)OC)CC[C@]3(C)[C@H](CC[C@@H]4[C@@](C)(CCc5nn[nH]n5)[C@H](C(=C)C)CC[C@]43C)[C@@H]12	-9.4*[100 µM]	-73*[100 µM]	2.0*[100 µM]	-74*[100 µM]	0.3*[100 µM]	-5.2*[100 µM]	-61*[100 µM]	-52*[100 µM]
Cc1ccc(Cn2c(-c3cccs3)nc3ccccc32)cc1	107	85	74	82	·	90	101	120
CCCn1c(O)c(N=NC(=O)c2ccc(S(N)(=O)=O)cc2)c2ccccc21	107	94	98	99	99	99	107	101

Entries of single compounds from above. Order of screens: M14	UACC-62	A549/ATCC	SK-MEL-5	EKVX	UACC-257	SK-MEL-2	MALME-3M
CC1CCN(C(=O)c2ccccc2)CC1 as listed: 92	117	101	108	106	94	106	114
C=CCn1c(SC/C(=N\O)c2ccccc2)nnc1-c1c[nH]c2ccccc12 as listed: 113	86	107	98	94	113	107	92
CNC(=O)c1nc(Nc2ccc(NC(=O)Nc3cccc(OC)c3)cc2)c2ccccc2n1 as listed: 102	90	102	84	113	108	94	88

The results go on:
SMILES	M14	UACC-62	A549/ATCC	SK-MEL-5	EKVX	UACC-257	SK-MEL-2	MALME-3M
CCN(CCO)c1ccc(N=Nc2ccc([N+](=O)[O-])cc2)cc1	105	94	97	98	90	101	113	110
COc1ccc(N2C(=O)C3c4[nH]c5ccc(OCc6ccccc6)cc5c4C4CCC(C(C)C)CC4C3C2=O)cc1 (stereo unspecified)	124	94	99	100	115	96	101	107
CCn1c(=O)c(C(=O)NCCCO)c(O)c2ccccc21	124	94	103	94	66	125	112	123
CCOC(=O)c1c(Nc2ccccc2)nn2c(-c3ccc(OC)cc3)c(C#N)cnc12	111	91	100	96	90	114	104	128
Nc1cc(Nc2ccccc2)nc(N)n1	107	89	98	94	103	104	100	100
C[N+]1(C)Cc2ccccc2C1	·	99	102	101	85	126	93	109
O=S(=O)(c1ccc(O)c(Cl)c1)c1ccc(O)c(Cl)c1	98	99	86	100	103	99	103	102
CN1CCN(c2ccc(Nc3nc(NCCCNC(=O)c4ccc(F)cc4)c4sccc4n3)cc2)CC1	-7.0*	64	56	61	88	-27*	106	-72*
O=C(CCCCCCNC(=O)C(O)(O)C(F)(F)F)Nc1ccc(Br)cc1	25	-50*	7.9*	-68*	33	16	-25*	10
O=C(Nc1ccccc1O)c1ccc(Oc2cccc(C(=O)Nc3ccccc3O)c2)cc1	-44*	-33*	7.6*	11	·	10	28	14
COc1ccc(-c2nc3cc(Cl)c(Cl)cc3n2CC(=O)N=Nc2c(O)[nH]c3ccccc23)cc1	50	68	28	54	72	96	·	36
Cc1c(C)c(C)c(C(=O)c2ccccc2C(=O)NCCSC(C)(C)C)c(C)c1C	103	86	·	·	·	143	·	88
CCOC(=O)C1=C(c2ccccc2)N=C2SC3C(=NN(c4ccccc4)C3c3ccc(Br)cc3)N2C1c1cc(OC)c(OC)c(OC)c1 (stereo unspecified)	94	85	91	96	85	99	96	99
O=C1NC(c2ccc(F)cc2)N=C2C(c3ccccc3)=NOC12 (stereo unspecified)	110	102	91	105	100	97	108	112
COC(=O)c1ccoc1	103	94	104	96	88	112	110	93
COc1ccc2c(C3(c4c[nH]c5cc(OC)ccc45)C(=O)Nc4ccccc43)c[nH]c2c1	96	80	93	90	79	91	104	88
COc1ccc2c(c1)nnn1c3ncccc3c(N=O)c21	-68*	-77*	6.6*	36	15	-10*	-66*	-8.4*
FC(F)(F)c1ccc(-c2ncc(-c3ccc(C(F)(F)F)cc3)c(NC3CCCCCC3)n2)cc1	99	93	100	99	·	102	95	97
O=C(O)c1ccc([N+](=O)[O-])cc1Sc1ccsc1	116	102	95	101	100	89	·	120
O=C(Nc1ccc(Nc2cc(-c3ccccc3)ncn2)cc1)Nc1cc(C(F)(F)F)ccc1F	52	50	38	76	58	75	70	75
CCOC(=O)CC1(C)Nc2ccccc2-c2ccnn21 (stereo unspecified)	90	89	102	97	·	·	98	93
CCC(C)C(CC)C(N)=O (stereo unspecified)	102&105	107&105	98&102	109&102	92	103&103	116&102	92&118
N#C/C(=C\c1ccc(-c2cccc(C(F)(F)F)c2)o1)c1ccccc1	85	71	94	93	67	103	99	96
O=C1Nc2ccccc2C1=Nc1ccccc1-c1ccccc1	56	46	63	43	80	76	84	69
C#Cc1nc(/C=C/C(=O)NO)cs1	70	58	70	63	85	43	82	-30*
C=C1SC(=Nc2ccc(Cl)cc2)N(c2nc(Cl)nc(Cl)n2)C12CCCCC2	109	82	99	102	114	103	67	116
CCC(C)CC(C)C(=O)C1=C(O)/C(=C\c2ccc(O)cc2)NC1=O (stereo unspecified)	98	100	102	101	·	103	119	89
C=CCN1C(=O)/C(=c2\sc3n(c2=O)C2C(NN=3)N(CC)C(=O)N2CC)c2ccccc21 (stereo unspecified)	14	26	24	19	37	63	46	66
COc1cc(/C=C/C(=O)c2cc(NC(=O)c3ccc4cc(-c5cccc(Cl)c5)ccc4c3)ccc2O)cc(OC)c1OC	86	68	93	73	103	89	93	88
S=c1sscc1-c1ccccc1	109	97	104	106	119	107	104	126
CC12CC[C@@H]3[C@]4(C)COC(c5ccc(Br)cc5)O[C@@H]4CC[C@@]3(C)[C@@H]1CC(C1=CCOC1=O)O2 (stereo partly specified)	·	58	69	16	47	51	74	68
CC(=O)c1ccc[n+](Cc2c(Cl)cccc2Cl)c1	97	91	102	105	77	97	108	78
Cc1noc(N)c1C(=O)Nc1ccc(Cl)cc1	105	106	96	105	95	101	102	101
CCNC1(NC#N)CCCCC1	99	105	91	97	·	85	157	113
O=C(O)Cc1c[nH]c2ccccc12	98	99	97	96	95	97	98	95
Cc1ccc2c(c1)sc1nncn12	103	102	100	104	·	106	104	104
Cc1nc(-c2ccccc2O)n(-c2ccccn2)n1	·	98	104	98	·	107	112	99
O=C1CCC23OC=CC2C2(Nc4ccccc4NC2=O)c2cc(F)ccc2N13 (stereo unspecified)	102	99	105	109	95	112	123	90
CC(=O)C(C)(NCc1ccccc1)c1ccccc1 (stereo unspecified)	90	94	116	94	107	128	172	·
CS(=O)(=O)Nc1ccc(OCc2nnc(-c3ccccc3)o2)c(F)c1	97	98	92	99	·	101	112	114
C=C1CC[C@H]2[C@@](C)(CCC3OC(c4ccc(OCc5cn(CC6OC7OC(C)(C)OC7[C@@H]6OCc6ccccc6)nn5)cc4)OC[C@]32C)[C@@H]1/C=C/C1=CCOC1=O (stereo partly specified)	93	92	109	98	99	110	111	96
CN(C)c1ccc(/C=N/Nc2nc(Nc3ccccc3)nc(Nc3ccc(S(N)(=O)=O)cc3)n2)cc1	78	95	73	86	90	100	81	75
O=C(CNc1ccncc1)Nc1ccccc1C(=O)O	105	97	100	97	101	94	108	102
